SENP6 block – SENP6 protease inhibition; Q9GZR1; Recombinant SENP6 catalytic domain, aminoluciferin luminescence; inhibition, % at 10 µM; 1.8% of 330,000 active;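 active = inhibition above about 50% at the single tested dose, limit read from the data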;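 also: plate controls were DMSO wells with enzyme for no effect and DMSO wells lacking enzyme for full effect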
SENP7 block – blocks the human protease SENP7. recombinant SENP7, Z-RLRGG-aminoluciferin luminescence, 40 min. 1.5% of 330,000 active. AID 434973. inhibition, % at 5 µM;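 active = inhibition above about 50% at the single test dose, limit read from the data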;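 also: plate controls were DMSO with enzyme for no effect and no enzyme buffer wells for full effect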
Target sequence (Q9BQF6 706-1050 limits assumed): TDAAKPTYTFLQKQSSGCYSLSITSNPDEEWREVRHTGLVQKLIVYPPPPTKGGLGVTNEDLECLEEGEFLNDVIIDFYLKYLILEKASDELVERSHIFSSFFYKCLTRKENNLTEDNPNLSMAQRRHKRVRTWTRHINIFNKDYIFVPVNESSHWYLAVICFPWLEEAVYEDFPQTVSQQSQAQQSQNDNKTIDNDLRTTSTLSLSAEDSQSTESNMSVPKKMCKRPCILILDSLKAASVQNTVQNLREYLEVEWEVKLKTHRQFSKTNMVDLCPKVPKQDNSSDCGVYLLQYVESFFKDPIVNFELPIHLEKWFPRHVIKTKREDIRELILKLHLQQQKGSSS
SENP8 block-1 – inhibitors of human SENP8 protease; Q96LD8; recombinant SENP8, Nedd8 substrate fluorescence; inhibition, % at 20 µM; 0.64% of 360,000 active; AID 602440; in the data active = inhibition mostly above about 40%, no sharp cut-off; inactive = mostly below about 27%
UBC13 polyUb – blocks human UBC13 polyubiquitin chain formation. 0.47% of 330,000 active. AID 485273. TR-FRET. P61088. inhibition, % at 20 µM; in the data active = inhibition above about 45%, passing the limit was not always enough
Apaf-1 inh – inhibitors of human Apaf-1 apoptosome. reconstituted apoptosome caspase-3 activity, DEVD-Rh110 fluorescence. 0.71% of 330,000 active. AID 489030. O14727. inhibition, % at 20 µM; active = inhibition of at least 40% at 20 µM;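 also: plate controls were DMSO wells for no effect and DEVD-CHO caspase inhibitor wells for full effect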
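Material: cell-free apoptosome with Apaf-1, procaspase-3 and caspase-9; Buffer or medium: Hepes pH 7.5 with detergent and BSA; Reagent: cytochrome c trigger plus (Z-DEVD)2-Rh110 caspase-3 substrate; Times: compound with Apaf-1, dATP, procaspase-3 30 min, then 50 min reaction, room temperature; Technique: Rh110 fluorescence intensity.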
SENP1 FRET inh – inhibitors of human SENP1 SUMO protease catalytic domain; Q9P0U3; recombinant SENP1 catalytic domain, CyPet-SUMO1-YPet FRET cleavage; inhibition, % at 10 µM; 0.21% of 360,000 active; AID 624204;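 active = inhibition at least 30% at 10 µM, raw YFP signal under a set limit, fluorescence ratio 0.5 to 1.5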;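 also: 0% = enzyme with DMSO and 100% = no enzyme wells; some results filed as inactive read as strong as hits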
Target sequence (Q9P0U3 419-644 limits assumed): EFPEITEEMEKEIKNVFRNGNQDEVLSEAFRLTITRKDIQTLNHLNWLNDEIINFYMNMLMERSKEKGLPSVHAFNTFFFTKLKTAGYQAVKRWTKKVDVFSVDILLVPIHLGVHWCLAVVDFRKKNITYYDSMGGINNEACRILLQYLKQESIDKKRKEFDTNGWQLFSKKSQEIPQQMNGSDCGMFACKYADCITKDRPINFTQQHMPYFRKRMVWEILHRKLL
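Assay system – human recombinant His6-tagged SENP1 catalytic domain enzyme · Input – SENP1 enzyme, 20 pM final · Buffer or medium – Tris pH 8 buffer plus EDTA, NaCl, BME, BSA, NP40, catalase · Schedule – 50 min reaction at room temperature · Technique – FRET read of cyan and yellow fluorescence · Control set – no-enzyme wells low, DMSO-plus-enzyme wells high control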
SENP8 block-2 – inhibitors of human SENP8 protease. Q96LD8. purified SENP8, Z-RLRGG-aminoluciferin cleavage, luminescence. inhibition, % at 10 µM. 1.2% of 330,000 active. AID 2540; in the data active = inhibition above about 50%
A3G deaminase – APOBEC3G (human) deaminase inhibition; Q9HC16; recombinant A3G, ssDNA deamination FAM/TAMRA fluorescence; inhibition, % at 20 µM; 0.28% of 330,000 active;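 active = inhibition of at least 40% at 20 µM, with no more than 30% in the related APOBEC3A deaminase screen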;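 also: plate controls were DMSO wells with A3G for no effect and wells lacking A3G enzyme for full effect; some compounds called inactive have numbers as strong as hits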
Target sequence (Q9HC16 whole entry, looked up): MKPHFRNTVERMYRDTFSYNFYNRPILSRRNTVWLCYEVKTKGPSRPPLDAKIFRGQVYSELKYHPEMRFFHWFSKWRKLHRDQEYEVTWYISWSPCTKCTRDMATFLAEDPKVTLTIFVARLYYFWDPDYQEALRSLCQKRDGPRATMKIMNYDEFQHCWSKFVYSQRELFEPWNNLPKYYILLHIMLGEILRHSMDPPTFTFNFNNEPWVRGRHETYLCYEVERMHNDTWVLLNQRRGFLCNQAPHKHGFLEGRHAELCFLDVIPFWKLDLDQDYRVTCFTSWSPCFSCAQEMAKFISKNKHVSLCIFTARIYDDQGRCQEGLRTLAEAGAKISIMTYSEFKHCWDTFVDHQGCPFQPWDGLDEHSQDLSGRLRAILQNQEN
* = called active by the depositor.

SMILES	SENP6 block	SENP7 block	SENP8 block-1	UBC13 polyUb	Apaf-1 inh	SENP1 FRET inh	SENP8 block-2	A3G deaminase
O=C(O)CCN1C(=O)C2C3CC(C2C1=O)C1C(c2ccccc2)c2sc(=O)[nH]c2SC31 (stereo not drawn)	6	1	1	-5	-2	-39	4	-3
O=C(COC(=O)c1cn(-c2ccccc2)nc1-c1ccccc1)c1cccc([N+](=O)[O-])c1	-9	-10	6	-7	-2	4	-9	-6
Cc1cc(C)n2nc(CC(=O)NNC(=O)c3ccccc3Cl)nc2n1	-10	-2	2	-1	-4	2	-12	-3
CCCCNC(=S)N/N=C1\C(=O)c2cccc3cccc1c23	-7	4	30	-4	5	-2	2	2
CCOC(=O)C1CCCN(CC(=O)Nc2c(C(=O)OC)[nH]c3ccc(Br)cc23)C1 (stereo not drawn)	-3	-7	-100	-24	20	-1	-9	-4
Cc1cc(C)cc(C(=O)NN2CCN(C)CC2)c1	1	-3	14	-5	-4	0	-7	-7
CC(=O)Nc1ccc(S(=O)(=O)CCC(=O)O)cc1	-5	0	-2	7	-13	2	-4	3
CCc1ccc(-n2c(SCC(=O)Nc3cc(C)[nH]n3)nc3[nH]ncc3c2=O)cc1	-5	7	10	4	4	-2	0	-2
CN(C(=O)CSc1nnc(NCc2ccccc2)s1)C1CCS(=O)(=O)C1 (stereo not drawn)	8	6	14	-10	-1	0	8	-4
CCCC(c1nnnn1CCC(C)C)N1CCC(C(N)=O)CC1 (stereo not drawn)	-1	2	-1	1	-9	-37	3	-2
CC(NC(=O)c1ccccc1SCC(=O)N1CCCC1)c1ccccc1 (stereo not drawn)	6	-5	7	9	42*	2	9	-11
Cn1cccc1Cc1nnc(SCC(=O)NCc2ccccc2Cl)n1-c1ccc(F)cc1	-7	8	-7	-5	-6	-1	-4	-7
CN(C)C1(CNC(=O)c2cccc(S(=O)(=O)NCc3ccccc3)c2)CCCCC1	4	-1	9	14	-11	1	5	-5
CCc1ccccc1NC(=O)CN(C)C(=O)COC(=O)c1ccccc1Cl	0	-1	12	-2	-4	0	3	-5
O=C(c1ccc2ncsc2c1)N1CCN(c2ccccc2Cl)CC1	-13	-1	12	8	-7	1	4	-2
CN(NS(=O)(=O)c1ccc(F)cc1)c1ncc(C(F)(F)F)cc1Cl	7	3	7	6	-3	1	10	-5
Cc1nnc(N(CCC#N)CCC#N)s1	-12	-6	27	2	-5	-1	0	-3
CCOC(=O)c1ccccc1NC(=O)CSc1nc2ccccc2o1	4	-6	0	-1	7	0	-9	1
COc1ccc2c(c1)CC/C(=C/c1ccncc1)C2=O	-1	-13	11	-6	-3	3	0	-6
C=CCNC(=O)c1cccc(OC2CCN(CC(C)(C)C)CC2)c1	-8	-2	27	10	-1	-13	-2	-3
Cc1cccc(NC(=S)NC(C)C(c2cccs2)N2CCN(C)CC2)c1C (stereo not drawn)	-5	0	22	10	2	0	0	1
Cc1ccnc2nc(C(=O)OCCOc3ccc(F)cc3)nn12	4	-2	3	15	-19	2	5	-14
Cc1cc(C)cc(SCc2noc(C(=O)NCc3ccccc3)c2C(=O)NCc2ccccc2)c1	-8	0	16	-3	2	2	6	-3
COc1ccc(CNC(=O)CCS(=O)(=O)Cc2cccc(Cl)c2)c(OC)c1	-5	5	9	2	4	-1	-5	5
COc1ccc(CN(C(=O)c2cccs2)c2ccccc2C(=O)O)cc1	-2	2	29	3	-25	0	4	-4
Cc1ccc(S(=O)(=O)N/N=C2/CC(c3ccccc3)Oc3ccccc32)cc1 (stereo not drawn)	-1	7	18	-5	10	-1	-5	3
O=C(CC1C(=O)N(c2ccccc2)C(=S)N1c1ccccc1)c1ccccc1 (stereo not drawn)	19	7	15	3	12	3	7	-3
CCC(Oc1cccc(C)c1)C(=O)Nc1ccccc1C(=O)N1CCOCC1 (stereo not drawn)	4	4	0	9	-4	0	-1	-8
CSCCC(NC(=O)COc1ccccc1)C(=O)N1CC(C)OC(C)C1 (stereo not drawn)	9	-5	9	-24	1	2	-3	-6
Cc1c(Cl)cccc1NC(=S)NCCCN(C)C	5	-6	10	4	-7	3	8	-4
Cc1cccc(NC(=S)NCC(c2cccnc2)N(C)C)c1 (stereo not drawn)	3	-6	25	-8	3	1	-12	-8
CCOC(=O)C1CCN(C(=O)CSc2cc(=O)n(C)c3ccccc23)CC1	-25	-5	-24	18	9	0	-7	1
O=C(C1=C(O)C(=O)N(CCCn2ccnc2)C1c1ccc(F)cc1)c1ccco1 (stereo not drawn)	17	-2	1	-23	24	-1	9	0
COc1ccc(N2CCN(C(=O)C3CCCN(S(=O)(=O)c4cccc5cccnc45)C3)CC2)cc1 (stereo not drawn)	-14	-5	22	3	-11	-1	4	-7
COc1ccc(/C=C2\SC(=S)N(NS(=O)(=O)c3ccccc3)C2=O)c(OC)c1	12	-3	26	-12	15	-12	7	-4
COc1ccc(CN(Cc2ccc(C(=O)O)cc2)C(=S)Nc2cc(C)cc(C)c2)cc1OC	-27	4	-10	-14	6	3	3	-4
Cc1cc(-c2ccccc2)nc(-c2ccccc2)c1C	-13	5	15	11	6	1	-1	-12
COC(=O)c1ccc(NC(=O)CSc2nnc(-c3ccncc3)n2N)cc1	6	6	27	9	-5	2	8	-1
CCN(C(=S)NC(=O)Cc1ccc(OC)cc1)c1ccccc1	7	3	19	-7	-20	2	5	-2
COc1cc(C(=O)OCC(=O)N(C)c2ccccc2)cc(OC)c1OC	-17	-5	2	1	-11	0	-4	-7
Cc1c(CNC2CCCC(C)C2C)c(C(=O)O)c(C)n1Cc1ccccc1 (stereo not drawn)	-14	-1	6	6	2	0	-4	-4
O=C(c1ccccc1)c1c(O)nc(-c2ccccc2)n(-c2ccccc2)c1=O	-13	-5	22	-11	4	2	-12	-5
O=C(Cn1nc(CNc2ccc(Br)cc2)[n+]2c1CCCCC2)c1ccc([N+](=O)[O-])cc1	1	5	20	52*	25	0	-2	2
COCCNC(=O)C1Nc2ccc(C(F)(F)F)cc2C2C=CCC12 (stereo not drawn)	5	-8	-6	-8	1	-2	4	-1
Cc1sc2ncnc(SCC(=O)Nc3nc(-c4ccc(F)c(F)c4)cs3)c2c1C	-17	-5	-2	-4	4	-2	-8	-10
CCCCCCCCCCCCN1[C@@H](CC(=O)O)c2cc(C(F)(F)F)ccc2S1(=O)=O	-14	-7	24	-39	41*	0	-15	-9
O=C(Nc1nnc(S(=O)(=O)N2CCOCC2)s1)c1ccc(F)cc1	-6	14	-152	3	5	1	-18	-2
O=C(NC(=S)Nc1ccc2oc(-c3cccnc3)nc2c1)c1cccc(Cl)c1	-14	-7	-3	-9	6	-3	-11	-3
Cc1cc(C)cc(-n2ncc3c2CCCC3NC(=O)c2cc(C)oc2C)c1 (stereo not drawn)	9	-5	16	-1	20	0	8	0
COC(=O)[C@]1(Cc2ccccc2)N[C@H](c2ccc(-c3ccc4c(c3)OCO4)cc2)[C@@H]2C(=O)N(C)C(=O)[C@@H]21	-1	-7	-212	45	4	0	-12	-6
Cc1cc(N2CCN(C)CC2)nc2ccc(NC(=S)N3CCCCCC3)cc12	-2	1	-226	14	-1	-13	-1	-5
Cc1nc(Nc2cccc(Cl)c2)c2oc3ccccc3c2n1	5	4	-282	17	13	2	7	-6
Cc1cccc2sc(N(CCCN(C)C)C(=O)COc3ccc(Cl)cc3)nc12	-4	1	21	27	16	1	-6	0
O=C(COc1ccc(Cl)cc1Cl)Nc1ccc(CN2CCCCC2)cc1	10	-2	14	20	4	1	0	-2
O=C(NCC(=O)N1CCN(c2ncccn2)CC1)c1ccc(F)cc1	8	2	-24	1	-2	0	-1	9
CCc1nc2ccccc2c(C(=O)OC2CCOC2=O)c1C (stereo not drawn)	-23	-7	14	-7	12	1	-6	-6
COc1ccc(Oc2nnc(-c3ccccc3)cc2C#N)cc1	-6	10	25	2	7	2	4	-2
COc1ccc(CNC(=O)c2c(O)c3cc(OC)c(OC)cc3[nH]c2=O)cc1OC	-15	10	-475	3	-13	1	4	-1
COc1ccccc1N(CC(=O)NCc1ccc2c(c1)OCO2)C(=O)CCC(=O)Nc1nccs1	-21	-2	6	0	17	2	5	-4
Cc1[nH][nH]c(=O)c1C(c1ccc(F)cc1)c1c(C)[nH][nH]c1=O	6	3	16	-12	-1	2	8	-5

Complete entries, looked up by structure. Values in the order: SENP6 block	SENP7 block	SENP8 block-1	UBC13 polyUb	Apaf-1 inh	SENP1 FRET inh	SENP8 block-2	A3G deaminase
Profile of COc1ccc(CN(Cc2ccc(C(=O)O)cc2)C(=S)Nc2cc(C)cc(C)c2)cc1OC → -27	4	-10	-14	6	3	3	-4
Profile of CCc1nc2ccccc2c(C(=O)OC2CCOC2=O)c1C (stereo not drawn) → -23	-7	14	-7	12	1	-6	-6

Remaining list, next part.
SMILES	SENP6 block	SENP7 block	SENP8 block-1	UBC13 polyUb	Apaf-1 inh	SENP1 FRET inh	SENP8 block-2	A3G deaminase
COc1ccc(C(=O)CSc2nnc(-c3ccccc3)o2)cc1	-7	6	30	-7	15	0	-2	-5
COc1cc(OC)cc(C(=O)N2CCN(Cc3ccccc3Br)CC2)c1	-15	3	6	0	16	2	-1	-7
Cc1ccc(S(=O)(=O)N2CCCC2CNC(=O)c2ccc(F)c(F)c2)cc1 (stereo not drawn)	-9	-11	-1	-6	17	-2	-6	-7
COc1ccc(/C=C2/C(=O)N=C(N)N2C)cc1OC	-4	0	14	-5	-9	-19	8	-3
O=C(NCc1ccc(OC(F)(F)F)cc1)c1cccc2c1C(=O)c1ccc(N3CCCCC3)cc1S2(=O)=O	-5	9	2	-42	11	-31	4	-14
CCOc1nc(-c2ccccc2)ccc1-c1noc(COc2ccccc2)n1	7	2	-127	2	-1	-20	7	-4
COc1ccc(OC)c(/C=N/NC(=O)c2nnn(-c3nonc3N)c2-c2cccs2)c1	-7	10	-383	0	14	-64	-8	-1
O=C(CC1C(=O)NCCN1Cc1cccc(Oc2ccccc2)c1)NCCc1ccccn1 (stereo not drawn)	-11	-1	-30	3	-18	-12	0	-8
O=C(COC(=O)C1(c2ccc(Cl)cc2)CCCC1)NCc1ccco1	-17	-7	-2	-5	25	-1	-6	-7
Cc1ccc(OCc2nnc(SCC(=O)N3CCOCC3)n2C)cc1	3	-12	18	-11	-11	0	3	0
COC(=O)c1ccc(N2CCN(C)CC2)c(NC(=O)COc2ccccc2Cl)c1	16	2	10	-2	11	-2	-3	-1
CSc1ccccc1NC(=O)CN(Cc1ccc(Cl)cc1)S(C)(=O)=O	3	3	8	6	7	3	-2	-1
COc1ccc(-n2c(=S)[nH]c3ccccc3c2=S)cc1	-2	-4	17	-3	6	0	-3	-5
CCOC(=O)c1c(C)[nH]c(C(=O)OCC(=O)Nc2ccccc2)c1C	11	6	10	10	4	-4	5	-2
C/C(=C\c1cccc(Br)c1)C(=O)c1c(C)cc(C)[nH]c1=O	-19	0	21	4	4	0	-1	-7
Cc1ccc(S(=O)(=O)c2nc(Nc3ccccc3N3CCOCC3)sc2Cl)cc1	-11	-14	10	-10	14	4	-8	-11
CN(c1ccc(OCC(=O)NCc2cccnc2)cc1)S(=O)(=O)c1ccc(Cl)cc1	-16	-5	4	-10	9	2	-8	-8
CCC(C)N1C(=O)S/C(=C/c2ccc(N3CCOCC3)cc2C)C1=O (stereo not drawn)	-4	-10	-6	-26	1	-28	-8	-4

Single entries from the entries so far.
SENP1 FRET inh, `CN(c1ccc(OCC(=O)NCc2cccnc2)cc1)S(=O)(=O)c1ccc(Cl)cc1` → 2
SENP8 block-2, `Cc1ccc(S(=O)(=O)c2nc(Nc3ccccc3N3CCOCC3)sc2Cl)cc1` → -8
A3G deaminase, `CCOC(=O)c1c(C)[nH]c(C(=O)OCC(=O)Nc2ccccc2)c1C` → -2
SENP7 block, `CCC(C)N1C(=O)S/C(=C/c2ccc(N3CCOCC3)cc2C)C1=O` (stereo not drawn) → -10
UBC13 polyUb, `C/C(=C\c1cccc(Br)c1)C(=O)c1c(C)cc(C)[nH]c1=O` → 4

Bioassay records (PubChem)
